p53 reactivator: qHTS assay for re-activators of p53 using a Luc reporter; H1299 p53-A138V BP100-luciferase reporter, luminescence, 24 h; Potency, µM (top dose mostly 92.2 µM), inactives show at the top dose activity change, positive = activation, most hits filed as activators; hit rate 0.063% among 320,000; further: % of control where 0% means no effect; nearly all actives have a fitted effect of over 45% in size
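p53-null H1299 cells stably carrying temperature-sensitive p53-A138V and a BP100-luciferase reporter were pinned with compounds (4-point, 1:5 series) and held 24 hrs at 37 deg C. Luminescence was read 10 min after detection reagent.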
ELG1 genotox: qHTS screen for small molecules that induce genotoxicity in human embryonic kidney (HEK293T) cells expressing luciferase-tagged ELG1 | HEK293T ELG1-luciferase reporter, luminescence, 16 h | Potency, µM (titrated, usually from 46 µM), for the others: top-dose activity change, positive = activation, most hits filed as activators | hit rate 1.3% among 330,000 | AID 504466, 2011; further: % of control where 0% means no effect; nearly all actives have a fitted effect of over 60% in size
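HEK293T cells expressing luciferase-tagged ELG1 were exposed to compound or DMSO vehicle for 16 hr at 37 °C and 5% CO2. Luciferase activity was then measured with ONE-Glo after 30 min at room temperature.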
RORgamma inh: qHTS for inhibitors of ROR gamma transcriptional activity; hit rate 5.4% among 310,000; Nuclear receptor ROR-gamma (Mus musculus), P51450; Potency, µM (highest dose often 53.6 µM), inactives show top-dose activity change, negative = inhibition, usual class: inhibitors; AID 2551, 2010; Drosophila S2 Gal4-RORgamma UAS-luciferase reporter, 20 h; further: on the % scale 0 is the no-effect control and ±100 the full control effect; nearly all actives have a fitted effect of over 60% in size
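Drosophila S2 cells stably expressing Gal4-DBD/mouse RORγ fusion under metallothionein promoter plus UAS-luciferase; compound 1 h, then 700 uM CuSO4 induction for 20 h at ambient temperature; inhibition read as reduced luminescence.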
Gal4-VP16 FLuc: VP16 counterscreen qHTS for inhibitors of ROR gamma transcriptional activity. Drosophila S2 Gal4-VP16 UAS-luciferase, luminescence, 20 h. Potency, µM (top dose mostly 53.6 µM), for the others: at the top dose activity, negative = inhibition, actives largely listed as inhibitors. hit rate 3.5% among 310,000. AID 2546, 2010;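 further: Gal4-VP16 expression switched on by copper sulfate through the metallothionein promoter; on the % scale 0 is the no-effect control and ±100 the full control effect; nearly all actives have a fitted effect of over 50% in size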
FLuc counter: qHTS profiling assay for firefly luciferase inhibitor/activator using purifed enzyme and Km concentrations of substrates (counterscreen for miR-21 project). Luciferin 4-monooxygenase (Photinus pyralis), P08659. purified FLuc, Km substrates, luminescence inhibition. Potency, µM (top dose mostly 57.5 µM), inactives show at the top dose activity change, negative = inhibition, actives largely listed as inhibitors. hit rate 6.9% among 360,000. AID 588342, 2011;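 further: plate controls were vehicle for no effect and reference inhibitor for full effect; nearly all actives have a fitted effect of over 55% in size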
Target sequence (P08659 whole entry, looked up): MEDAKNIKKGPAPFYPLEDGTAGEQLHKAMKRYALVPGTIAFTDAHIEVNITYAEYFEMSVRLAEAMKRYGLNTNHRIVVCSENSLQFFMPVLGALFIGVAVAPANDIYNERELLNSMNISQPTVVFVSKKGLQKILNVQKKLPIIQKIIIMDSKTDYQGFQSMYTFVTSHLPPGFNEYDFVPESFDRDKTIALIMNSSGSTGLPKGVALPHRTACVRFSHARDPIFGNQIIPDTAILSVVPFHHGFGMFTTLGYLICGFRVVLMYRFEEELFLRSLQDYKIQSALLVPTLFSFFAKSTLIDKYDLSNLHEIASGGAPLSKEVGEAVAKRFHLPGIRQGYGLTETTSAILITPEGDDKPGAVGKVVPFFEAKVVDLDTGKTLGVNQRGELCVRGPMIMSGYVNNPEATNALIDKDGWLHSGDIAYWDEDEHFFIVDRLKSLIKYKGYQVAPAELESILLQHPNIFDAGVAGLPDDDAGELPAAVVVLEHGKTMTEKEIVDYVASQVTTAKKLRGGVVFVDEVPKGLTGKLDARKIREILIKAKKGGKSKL
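Biochemical qHTS of compounds, final roughly 60 µM downward over six points, against 10 nM purified firefly luciferase using Km concentrations of substrates (10 uM D-luciferin, 10 uM ATP) in Tris acetate pH 7.5 buffer; luminescence output.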
BRCA1 expr act: qHTS Assay to Identify Small Molecule Activators of BRCA1 Expression; MCF7-BRCA1-FFLuc reporter, luminescence, 48 h; response scale: scaled: vehicle 0%, 10 µM genistein 100%; Potency, µM (top dose mostly 46.1 µM), for the others: at the highest dose activation, most hits filed as activators; hit rate 1.1% among 380,000; further: nearly all actives have a fitted effect of over 80% in size; some results filed as inactive show a strong effect at the top dose
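MCF7-BRCA1-FFLuc, 2000 cells/well; 2 h attach, 37 °C/5% CO2; compound 48 h; luciferase substrate 15 min; luminescence end-point. Norm. to genistein 10 microM max activation and DMSO; concentration-response curves fitted.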
Rab9 prom act: qHTS Assay for Rab9 Promoter Activators | Huh7 Rab9 promoter-luciferase reporter, luminescence, 24 h | hit rate 2.8% among 320,000 | Potency, µM (top dose mostly 9.22 µM), without a hit: at the top dose activation, negative = inhibition, actives largely listed as activators | AID 485297, 2010; further: % of control where 0% means no effect; nearly all actives have a fitted effect of over 60% in size
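Measured in stably transfected Huh7 cells bearing a Rab9 promoter–luciferase construct: 24 h compound treatment at 37 °C, followed by luminescence detection.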
NPC1 promoter act: qHTS Assay for NPC1 Promoter Activators | Huh7 NPC1 promoter luciferase reporter, 24 h | Potency, µM (highest dose often 9.22 µM), for the others: at the top dose activation, hits mostly activators | hit rate 2.4% among 320,000;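 further: % of control where 0% means no effect; nearly all actives have a fitted effect of over 60% in size; reporter is driven by a mutant NPC1 promoter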
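Compounds in DMSO were transferred onto Huh7 NPC1-luciferase reporter cells pre-incubated 2 h; after 24 h at 37 °C, Amplite reagent was dispensed and luminescence recorded 10 min later.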
MBNL1-CUG inh: qHTS Assay for Inhibitors of MBNL1-poly(CUG) RNA binding. TR-FRET MBNL1-His/biotin-(CUG)12 binding, 665/545 ratio. Potency, µM (top dose mostly 57.5 µM), inactives show top-dose activity change, negative = inhibition, usual class: inhibitors. hit rate 0.036% among 280,000; active means well fitted inhibition curve with a large enough effect in the signal ratio, with a control signal flat, not every such curve was filed as active; inconclusive means small, poorly fitted or top-dose-only effect, or effect the other way, or a change in a side signal; inactive means no such curve, though single readings can be large or run the other way; the % refers to the signal ratio; further: on the % scale 0 is the no-effect control and ±100 the full control effect
Target sequence (Q9NR56 whole entry, looked up): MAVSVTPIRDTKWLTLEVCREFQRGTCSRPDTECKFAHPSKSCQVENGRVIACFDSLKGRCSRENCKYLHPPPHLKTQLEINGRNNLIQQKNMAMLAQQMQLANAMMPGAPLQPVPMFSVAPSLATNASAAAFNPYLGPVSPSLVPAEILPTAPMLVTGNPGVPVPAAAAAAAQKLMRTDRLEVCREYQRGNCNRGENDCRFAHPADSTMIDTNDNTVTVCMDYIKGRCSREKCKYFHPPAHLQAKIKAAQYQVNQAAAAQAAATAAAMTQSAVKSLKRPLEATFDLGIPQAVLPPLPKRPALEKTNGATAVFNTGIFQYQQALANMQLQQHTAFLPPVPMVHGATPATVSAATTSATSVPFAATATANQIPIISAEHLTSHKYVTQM
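MBNL1-His + Biotin-(CUG)12, cpd titration 92 nM–58 uM; Tb anti-His Ab 0.055 ng/ul, SA-XL665 5 nM (final); 60 min RT; ratiometric 665/545 nm, Ex 340 nm; normalized to buffer and full-complex controls.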
uPA surface inh: qHTS for Inhibitors of Cell Surface uPA Generation. hit rate 0.31% among 330,000. cell surface uPA generation assay, qHTS. AID 540303, 2011. Potency, µM (titrated, usually from 38.3 µM), for inactives: at the top dose activity change, negative = inhibition, most hits filed as inhibitors; active means well fitted inhibition curve with a large enough effect; inconclusive means small, poorly fitted or top-dose-only effect; inactive means no such curve, though single readings can be large or run the other way; tested in mouse RAW 264.7 cells; further: on the % scale 0 is the no-effect control and ±100 the full control effect; nearly all actives have a fitted effect of over 55% in size
Starred values were filed as active, the others as inactive; ? = inconclusive; · = no result given; [ ] = dose if it differs, or a comment. Unless noted, the call rests on the fitted dose curve; in most records, active means well fitted curve in the direction sought with a large enough effect; inconclusive means small, poorly fitted or top-dose-only effect, or another doubt; inactive means no such curve, though single readings can be large; an effect the other way counts as inactive or inconclusive. Potency means the concentration at half of the fitted maximal effect.

SMILES	p53 reactivator	ELG1 genotox	RORgamma inh	Gal4-VP16 FLuc	FLuc counter	BRCA1 expr act	Rab9 prom act	NPC1 promoter act	MBNL1-CUG inh	uPA surface inh
C=C[C@@H]1c2c(F)cccc2N(S(=O)(=O)c2ccc(C)cc2)[C@H](c2ccc(OC(C)=O)cc2)C1(C#N)C#N	-11%	-3%	·	·	6%	-81%	-6%	2%	·	?
Cc1ccc(C)n1CCN1CCN(C(=O)c2ccco2)CC1	14%	3%	1%	0%	5%	4%	-5%	1%	-4%	-13%
COc1ccc(/C=C2\SC(=S)N(CCCC(=O)N3CCN(C)CC3)C2=O)cc1	10%	1%	7.1µM*	?	15µM*	-50%	-11%	-4%	?	-4%
Cc1ccccc1-c1nnc(SCCC(=O)N2CCOCC2)o1	13%	6%	-37%	-21%	?	-2%	3%	9%	11%	3%
Cc1ccc(C(=O)OCC(=O)NNC(=O)c2ccccc2)c(O)c1	-22%	-3%	4%	-6%	3%	0%	9%	-1%	3%	0%
CC1CCN(C(=O)CN(Cc2ccc(F)cc2)S(C)(=O)=O)CC1	6%	0%	2%	-7%	1%	-26%	-2%	-2%	-3%	-2%
Cc1ccccc1NC(=O)C1CCN(C2=NS(=O)(=O)c3ccccc32)CC1	-4%	25%	18%	26%	-2%	-2%	0%	2%	-8%	3%
CCN(CCNC(=O)C1CCN(S(=O)(=O)c2cccc3cccnc23)CC1)c1ccccc1	-3%	-34%[inhibitor]	?	5%	14%	0%	-2%	0%	-12%	-8%
COc1cccc(CC(=O)N(CCC2=CCCCC2)c2c(N)n(Cc3ccccc3)c(=O)[nH]c2=O)c1	0%	1%	·	·	2%	-19%	-4%	-3%	·	16%
Cc1cc(C)c2nc(NC(=O)CN3C(=O)NC4(CCCC4)C3=O)sc2c1	-4%	-1%	·	·	?	-55%	-16%	-13%	·	-1%
COc1cccc(C(=O)Cn2c(NCCCO)nc3ccccc32)c1	·	0%	1%	-8%	5%	0%	2%	-7%	2%	74%[activator]
CC(NC(=O)c1ccc(N)cc1)c1ccccc1 (stereo unspecified)	1%	0%	-10%	4%	4%	0%	-2%	-4%	0%	-3%
CCn1c(SCC(=O)Nc2nc(C)c(C(=O)OC)s2)nnc1C(C)C	4%	-1%	1%[10 µM]	-1%	0%	-18%	-5%	-1%	9%	-5%
CCN(CC)C(=O)C1CCN(CC2CC=CCC2)CC1 (stereo unspecified)	6%	-8%	-34%	1%[0.365 µM]	3%	-12%	0%	-3%	-2%	-5%
CCCCCOc1ccc(N2C(=O)C(C)CNC2=S)cc1 (stereo unspecified)	1%	4%	-36%	-6%	-1%	·	-3%	1%	-6%	·
COc1cc(CCC(C)NCc2ccccc2)ccc1O (stereo unspecified)	-1%	-1%	16%	3%	-2%	-14%	-6%	-1%	2%	-5%
COc1cc(C(C(=O)NCC2CCCO2)N(C(=O)Cn2nnc3ccccc32)c2ccc(OC)c(OC)c2)ccc1O (stereo unspecified)	-3%	1%	?	9%	2%	-2%	-4%	-3%	-2%	-3%
O=C(O)CCNC1C=CS(=O)(=O)C1 (stereo unspecified)	15%	2%	0%	7%	0%	-11%	-6%	1%	-1%	0%
O=S(=O)(c1cccc(F)c1)N1CCCN(c2ccc(C(F)(F)F)cn2)CC1	-1%	-4%	?	-2%	-2%	-25%	-5%	-1%	-3%	9%
COC(=O)[C@H](CCSC)NC(=O)NCc1ccccc1F	-5%	0%	-12%	-8%	2%	11%	5%	1%	-24%	-1%

3 entries drawn at random from the list so far:
SMILES	p53 reactivator	ELG1 genotox	RORgamma inh	Gal4-VP16 FLuc	FLuc counter	BRCA1 expr act	Rab9 prom act	NPC1 promoter act	MBNL1-CUG inh	uPA surface inh
COc1cc(C(C(=O)NCC2CCCO2)N(C(=O)Cn2nnc3ccccc32)c2ccc(OC)c(OC)c2)ccc1O (stereo unspecified)	-3%	1%	?	9%	2%	-2%	-4%	-3%	-2%	-3%
CCn1c(SCC(=O)Nc2nc(C)c(C(=O)OC)s2)nnc1C(C)C	4%	-1%	1%[10 µM]	-1%	0%	-18%	-5%	-1%	9%	-5%
Cc1ccc(C)n1CCN1CCN(C(=O)c2ccco2)CC1	14%	3%	1%	0%	5%	4%	-5%	1%	-4%	-13%

The main list resumes, starting 5 compounds before the break.
SMILES	p53 reactivator	ELG1 genotox	RORgamma inh	Gal4-VP16 FLuc	FLuc counter	BRCA1 expr act	Rab9 prom act	NPC1 promoter act	MBNL1-CUG inh	uPA surface inh
COc1cc(CCC(C)NCc2ccccc2)ccc1O (stereo unspecified)	-1%	-1%	16%	3%	-2%	-14%	-6%	-1%	2%	-5%
COc1cc(C(C(=O)NCC2CCCO2)N(C(=O)Cn2nnc3ccccc32)c2ccc(OC)c(OC)c2)ccc1O (stereo unspecified)	-3%	1%	?	9%	2%	-2%	-4%	-3%	-2%	-3%
O=C(O)CCNC1C=CS(=O)(=O)C1 (stereo unspecified)	15%	2%	0%	7%	0%	-11%	-6%	1%	-1%	0%
O=S(=O)(c1cccc(F)c1)N1CCCN(c2ccc(C(F)(F)F)cn2)CC1	-1%	-4%	?	-2%	-2%	-25%	-5%	-1%	-3%	9%
COC(=O)[C@H](CCSC)NC(=O)NCc1ccccc1F	-5%	0%	-12%	-8%	2%	11%	5%	1%	-24%	-1%
N#CC1=C(N)NC(SCC(=O)Nc2ccccc2)=C(C#N)C12CCCC2	-2%	-2%	12%	-8%	-2%	-55%	-13%	4%	2%	5%
Cc1ccc(C)c(N2CCN(c3ccc4cc(S(=O)(=O)N5CCCCC5)ccc4n3)CC2)c1	-3%	-2%[9.26 µM]	-12%	-7%	2%	3%	0%	-10%	-5%	5%
CCCCn1c(N)c(N(CC(C)C)C(=O)C2CCN(S(=O)(=O)c3ccc(OCC)cc3)CC2)c(=O)[nH]c1=O	3%	-2%	·	·	0%	-18%	-2%	-7%	·	6%
CC(C)(C)NC(=O)C1Cc2ccccc2CN1S(=O)(=O)c1ccc(F)cc1 (stereo unspecified)	8%	-1%	-16%	-12%	-1%	0%	9%	-5%	-7%	1%
COc1cc(C(=O)Nc2ccc(O)cc2C(=O)O)ccc1OC(C)=O	-6%	2%	-3%	-3%	12µM*	-13%	-5%	2%	-14%	·
CC(=O)c1ccc(OCCCC(=O)NC2=NCCS2)cc1	1%	-1%	25%	5%	-4%	13%	-1%	-4%	0%	-1%
CCOc1ccc(NC(=O)CCN2CCCCC2)cc1	-5%	-2%	3%	0%	5%	3%	4%	0%	4%	·
CCS(=O)(=O)N1CCC(C(=O)NCCCN2CCCC2)CC1	7%	2%	-2%	-3%	1%	3%	10%	1%	-3%	2%
O=C(O)c1ccc(S(=O)(=O)N2CCCCCC2)cc1	0%	-3%	-1%	-2%	5%	10%	-4%	0%	-10%	1%
O=C(CN1CCN(c2ccccn2)CC1)Nc1ccc(OCc2ccccc2)cc1	-5%	-8%	?	-5%	-8%	0%	-2%	1%	3%	6%
O=C(CC1(O)C(=O)Nc2ccccc21)c1ccccc1 (stereo unspecified)	4%	-6%	-17%	-6%	3%	0%	-8%	-5%	5%	15%
COc1ccc(NC(=O)Cn2c(=O)cnc3ccccc32)cc1S(=O)(=O)N1CCCCC1	-4%	-2%	·	·	0%	1%	-2%	-1%	·	-29%
CS(=O)(=O)NN1C(=O)c2ccccc2NC1c1cccc(O)c1 (stereo unspecified)	10%	0%	-1%	4%	3%	8%	-11%	-4%	-10%	0%
NC(N)=Nc1nc(CCN2C(=O)c3ccccc3C2=O)cs1	0%	4%	-10%	-6%	-10%	-1%	0%	-3%	?	·
Cc1ccc(C)c(C(=O)COC(=O)c2ccc(Br)o2)c1	6%	2%	27%	8%	?	0%	-5%	4%	0%	-1%
Cc1ccc(C)c(CNS(=O)(=O)c2c(C(=O)N3CCCC3)c(C)n(C)c2C)c1	2%	-1%[9.26 µM]	-1%	-3%	1%	0%	-5%	-1%	-1%	4%
CCOc1ccc(C(=O)NC(C)(C)CC)cc1	1%	9%	0%	?	-3%	51%	13%	1%	-1%	2%
CC(=O)N(Cc1ccco1)Cc1cc2cccc(C)c2n2nnnc12	6%	-2%	-2%	3%	0%	·	2%	-4%	-4%	·
NNC(=O)CN1C(CN2CCOCC2)=Nc2ccc(Br)cc2C1c1ccccc1 (stereo unspecified)	0%	-3%	-18%	-5%	2%	-13%	-1%	-2%	-6%	-4%
Cc1ccc2c(CC(=O)N3CCN(S(=O)(=O)c4ccc5c(c4)OCCO5)CC3)coc2c1	-7%	-11%	?	8%	2%	-18%	-3%	-7%	-9%	5%
O=C(Nn1cnnc1)c1csc2ccccc12	-1%	0%	-14%	-24%	1%	10%	0%	1%	-7%	0%

High-throughput results from PubChem BioAssay.

An unsorted share of the library; about 13% have a hit in one of these screens.
